Source: PubChem (several laboratories)
Mac1 fbg enh – CD11b/CD18-fibrinogen binding enhancement; K562 CD11b/CD18 adhesion to fibrinogen, ATPlite luminescence; activation, % at 10 µM; 93,000 compounds, 0.07% hits; AID 1499;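 active = 10 µM primary screen giving 50% or more activity, confirmed by 40% or more on retest at that dose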; also: strong numbers were not always called active; reference of the scale not given here
ERa coact pot – ER-alpha (human) coactivator binding potentiation | coactivator binding (% of control), % at 25.6 µM | P03372 | TR-FRET ERalpha-LBD/SRC-Cy5 coactivator binding, 2 h; 100 = basal binding, no effect | AID 639 | 86,000 compounds, 1.3% hits; in the data active = activity above about 200%;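 also: binding measured in presence of low estradiol as agonist stimulus; 0% = peptide alone without receptor and 100% = receptor with peptide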
Target sequence (P03372 whole entry, looked up, the tested form may be a part): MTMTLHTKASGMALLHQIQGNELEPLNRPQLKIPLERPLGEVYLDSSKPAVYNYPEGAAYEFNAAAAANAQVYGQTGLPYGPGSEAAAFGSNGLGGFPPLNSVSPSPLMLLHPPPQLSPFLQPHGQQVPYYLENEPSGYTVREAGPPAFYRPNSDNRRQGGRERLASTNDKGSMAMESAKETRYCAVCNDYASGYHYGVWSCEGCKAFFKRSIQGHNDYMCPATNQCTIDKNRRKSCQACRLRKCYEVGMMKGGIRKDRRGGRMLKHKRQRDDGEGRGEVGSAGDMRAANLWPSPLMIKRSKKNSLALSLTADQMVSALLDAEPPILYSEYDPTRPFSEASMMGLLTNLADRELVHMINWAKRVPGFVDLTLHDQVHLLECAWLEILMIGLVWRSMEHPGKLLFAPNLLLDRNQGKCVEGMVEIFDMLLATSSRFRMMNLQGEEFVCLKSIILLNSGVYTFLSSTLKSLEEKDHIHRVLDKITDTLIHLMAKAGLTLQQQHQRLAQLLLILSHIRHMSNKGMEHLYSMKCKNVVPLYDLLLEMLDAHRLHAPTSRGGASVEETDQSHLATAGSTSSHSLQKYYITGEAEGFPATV
PLK1 kinase inh – blocks human PLK1 kinase activity; P53350; recombinant PLK1 kinase, TR-FRET peptide phosphorylation; inhibition, % at 10 µM; 97,000 compounds, 0.53% hits; AID 619;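 active = inhibition of 50% or more in the single-concentration screen; inactive = inhibition below 50%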;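 also: 0% = DMSO max control and 100% = H-89 dihydrochloride min control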
Mac1 fbg inh – CD11b/CD18-fibrinogen binding inhibition. P05107+P11215. inhibition, % at 10 µM. 93,000 compounds, 0.54% hits. AID 1497. K562 CD11b/CD18 adhesion to fibrinogen, ATPlite luminescence; Mn2+ added to activate the integrin;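 active = primary inhibition of 50% or more at 10 µM, then 40% or more on retest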; also: some results filed as inactive read as strong as hits
HIV Rev-RRE inh – HIV Rev-RRE protein-RNA interaction inhibition; 97,000 compounds, 0.79% hits; P05866; inhibition, % at 8 µM; Rev peptide-RRE RNA binding, FRET;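 active = inhibition above the screen-wide mean plus 3 SD, cut at about 35% in these data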;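 also: 0% = median DMSO wells and 100% = median Neomycin B control wells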
Target sequence (P05866 whole entry, looked up): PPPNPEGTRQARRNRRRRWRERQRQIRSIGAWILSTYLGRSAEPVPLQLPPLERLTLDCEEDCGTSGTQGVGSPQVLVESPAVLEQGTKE
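Probe or stimulus: fluorescein-Rev peptide as binding partner; assay system: Cy5-tagged RRE RNA duplex with fluorescein-tagged Rev peptide; timing: 5 min compound–RNA preincubation, then 15 min with peptide, 25 °C; medium: HEPES pH 7.5 buffer with KCl, MgCl2, NaCl and EDTA; signal: fluorescein-to-Cy5 FRET, 480 nm excitation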
ERa SRC1 inh – ER-alpha (human) coactivator binding inhibition; TR-FRET ER-alpha LBD / SRC-1 peptide, estradiol-bound; inhibition, % at 25.6 µM; 86,000 compounds, 1.7% hits; AID 629; in the data active = inhibition above about 50%;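 also: 0% = receptor plus peptide control and 100% = peptide only without receptor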
FAK blocker – inhibitors of human focal adhesion kinase. AID 727. Q05397. biochemical FAK kinase activity assay. inhibition, %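 (tested at 7 µM)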. 97,000 compounds, 0.84% hits; in the data active = inhibition above about 19%;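 also: 0% = DMSO and 100% = reference compound high control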
Plk1 PBD FP – blocks phosphopeptide binding to human Plk1 polo box domain; P53350; Plk1 PBD phosphopeptide binding, fluorescence polarization; inhibition, %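 (tested at about 20 µM)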; 97,000 compounds, 0.13% hits; in the data active = inhibition above about 34%, passing the limit was not always enough
ERb coact inh – ER-beta (human) coactivator binding inhibition | inhibition, % at 25.6 µM | TR-FRET ER-beta LBD / SRC1-Cy5 peptide binding; receptor agonist-loaded with 1 µM estradiol | 86,000 compounds, 1.3% hits | Q92731 | AID 633;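 active = compounds whose percent inhibition of the receptor-coactivator binding signal exceeds about 50% in the single-dose screen, limit read from the data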;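 also: 0% = receptor plus peptide wells without compound and 100% = peptide-only wells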
* hit, by the source's call; . = not tested or not shown; [ ] = dose if it differs, or a comment.

#	Molecule	Mac1 fbg enh	ERa coact pot	PLK1 kinase inh	Mac1 fbg inh	HIV Rev-RRE inh	ERa SRC1 inh	FAK blocker	Plk1 PBD FP	ERb coact inh
1	Cc1ccc(CS(=O)(=O)c2ccccc2-c2nnc(-c3ccc(Cl)cc3)o2)cc1	.	.	-12.3	.	2.1	.	-1.1	25.0	.
2	Cc1[nH]c2ccccc2c1CCNC(=O)c1ccc2c(c1[N+](=O)[O-])C(=O)c1ccccc1C2=O	.	.	4.4	.	-7.2	.	3.8	-15.8	.
3	Cc1oc2c(C)c3oc(=O)c4c(c3cc2c1C)CCC4	22.7	149.2[fluorescence artefact?]	-11.9	-1.5	3.5	2.1[fluorescence artefact?]	1.6	9.9	4.6[fluorescence artefact?]
4	COc1ccc(S(=O)(=O)N2CCC(C(N)=O)CC2)cc1	.	110.1[fluorescence artefact?]	-1.3	.	4.0	-1.1	-3.1	-21.7	-6.2[fluorescence artefact?]
5	O=C(Cn1ccccc1=O)c1cccs1	3.6	97.2	-2.1	-13.9	1.3	-1.4	-2.0	-13.3	-2.5
6	CCC(=O)NC(Nc1cc(C)cc(C)n1)(C(F)(F)F)C(F)(F)F	.	112.9[fluorescence artefact?]	-6.0	.	7.1	-5.2	2.4	-28.0	-0.1
7	CSCCC(NC(=O)c1ccccc1)c1nc(-c2ccccc2)no1 (stereo not drawn)	-4.5	135.6	-8.4	-1.7	6.2	-7.9	2.2	3.4	-10.4
8	COc1ccc(C(=O)NCC(c2cccnc2)N2CCN(c3ccc(F)cc3)CC2)cc1OC (stereo not drawn)	.	.	-12.9	.	13.0	.	6.0	12.3	.
9	COc1ccc(NC(=O)CC(C(=O)O)N2CCCCC2)cc1 (stereo not drawn)	3.4	106.7	-10.7	-7.6	13.1	5.0	-1.9	-16.2	-2.4
10	CN(c1ccc(C(=O)NCc2ccco2)cc1)S(C)(=O)=O	-0.3	118.4	-17.3	1.4	8.2	-9.8	1.1	4.0	4.7
11	Cc1cc(Cl)c(S(=O)(=O)N2CCN(c3ccccc3)CC2)cc1OCC(N)=O	.	86.0	-10.2	.	13.5	-29.4	-2.6	-9.9	-9.6
12	C=C1Cn2c(nnc2-c2ccc(Cl)cc2)S1	-4.3	118.3[fluorescence artefact?]	-2.3	1.9	5.5	-6.8	-1.1	-11.6	-7.2[fluorescence artefact?]
13	C=C(C)CSc1nnc(-c2ccc(C)cc2)n1N	0.7	101.9	-8.3	10.0	3.1	-4.1	0.5	-15.3	-3.6[fluorescence artefact?]
14	CC(C)C(=O)Nc1c2c(nc3ccccc13)N(C)CC2	1.3	.	-10.8	1.7	1.6	.	-5.7	18.7	.
15	CCOc1ccc(NC(=O)Cn2nnc(-c3ccccc3NC(=O)c3cccs3)n2)cc1	-3.6	.	-14.0	-18.6	12.6	.	-5.4	33.9	.

The closing three entries of the section above are carried over, then new ones follow:
#	Molecule	Mac1 fbg enh	ERa coact pot	PLK1 kinase inh	Mac1 fbg inh	HIV Rev-RRE inh	ERa SRC1 inh	FAK blocker	Plk1 PBD FP	ERb coact inh
13	C=C(C)CSc1nnc(-c2ccc(C)cc2)n1N	0.7	101.9	-8.3	10.0	3.1	-4.1	0.5	-15.3	-3.6[fluorescence artefact?]
14	CC(C)C(=O)Nc1c2c(nc3ccccc13)N(C)CC2	1.3	.	-10.8	1.7	1.6	.	-5.7	18.7	.
15	CCOc1ccc(NC(=O)Cn2nnc(-c3ccccc3NC(=O)c3cccs3)n2)cc1	-3.6	.	-14.0	-18.6	12.6	.	-5.4	33.9	.
16	CC1CCCCC1NC(=O)C1CCN(S(=O)(=O)N2CCC3(CC2)OCCO3)CC1 (stereo not drawn)	.	101.6	-19.4	.	-1.2	-1.2	-3.3	-4.2	-3.5
17	N#CCSc1nnc2sc3ccccc3n12	-1.9	65.5	-12.8	-2.3	6.9	87.0*[fluorescence artefact?]	0.2	26.8	9.1
18	CCOc1ccccc1N1CC(C(=O)Nc2ccc(C(=O)O)cc2)CC1=O (stereo not drawn)	3.3	99.1	-7.2	-31.5	5.3	4.7	0.0	2.4	-1.3
19	Cc1cccn2c(=O)c3cc(C(=O)N4CCCc5ccccc54)n(C)c3nc12	.	98.0	-8.8	.	1.9	-25.2	-0.5	-3.0	-19.2
20	CCCOc1ccc(NC(=O)C2CC(=O)N(C(C)C)C2)cc1 (stereo not drawn)	-7.8	109.7	-0.4	7.5	3.1	5.0	-2.5	-12.4	5.0[fluorescence artefact?]
21	CCOC(=O)Cc1csc(NC(=O)NC2(C(F)(F)F)Oc3cc(Cl)c(Cl)cc3O2)n1	0.8	.	-7.3	-11.4	10.6	.	0.7	-23.9	.
22	CC1(C)CC(=O)C(/C=N/n2cnc3ccccc3c2=O)=C(O)C1	3.7	135.6	-21.0	-6.0	4.4	-0.8	-1.3	-28.5	-6.1
23	Cn1c(=O)c2c3c(sc2n2c(SCc4ccc5c(c4)OCO5)nnc12)COC(C)(C)C3	-2.7	118.5	.	-1.1	.	6.2	.	.	6.2
24	CCOC(=O)C1CCN(c2c(NCc3ccc(C(=O)NC4CCCC4)cc3)c(=O)c2=O)CC1	-0.4	105.0[fluorescence artefact?]	18.5	-7.2	-0.8	4.0	-0.6	-9.8	-0.5[fluorescence artefact?]
25	COc1ccc(-c2oc3ncn4nc(Cc5ccccc5)nc4c3c2-c2ccc(OC)cc2)cc1	2.3	99.8	-13.2	-2.1	7.9	26.0[fluorescence artefact?]	-0.5	-10.3	8.0
26	COc1cccc(C(=O)Nc2cc(C(=O)NCCc3ccccc3)ccc2Cl)c1	-3.7	.	-9.1	-2.1	5.8	.	-1.3	-0.6	.
27	O=C(C1CC1)N1CCc2cc(Br)cc(S(=O)(=O)NCc3ccco3)c21	-0.7	92.8	.	-10.5	.	4.2[fluorescence artefact?]	.	.	3.2[fluorescence artefact?]
28	CCCCC(CC)CNC(=O)CCS(=O)(=O)c1cccc2nonc12 (stereo not drawn)	-3.0	162.4[fluorescence artefact?]	.	-12.2	.	-13.3	.	.	-25.9
29	O=C1CCCN1CCCn1cnc2c([nH]c3ccc(F)cc32)c1=O	1.1	133.6	-5.3	-12.0	8.8	-11.2	-0.9	-9.0	2.5
30	O=C(c1ccc2c(c1)OCO2)N1CCCC(c2ccccc2)C1 (stereo not drawn)	2.3	122.6	-10.5	-0.1	-3.2	-17.3	1.6	-8.7	-2.1
31	COc1ccc(NC(=O)c2cccc(OC(F)F)c2)cc1Cl	-1.6	.	-9.2	7.4	14.6	.	1.3	4.9	.
32	CCOC(=O)Cc1nnc(NC(=O)c2ccco2)s1	1.5	85.2	-6.2	10.3	3.8	15.4	3.6	-14.2	8.0
33	CN(C)c1nc(NCc2ccccc2)nc(SCC(=O)Nc2ccccc2)n1	-5.4	.	-15.3	-2.9	7.6	.	5.7	-15.5	.
34	Cc1cc(C)n2nc(C(=O)OCC(=O)Nc3ccc4c(c3)OCO4)nc2n1	-1.7	98.7	7.4	11.6	4.4	16.2	-0.2	11.7	16.6
35	Cc1nnc(SCC(=O)N2CCOCC2)c2ccccc12	1.2	123.3	0.9	-3.3	1.7	-1.2[fluorescence artefact?]	-2.1	4.9	7.8[fluorescence artefact?]
36	O=C(Oc1ccc(-c2cn3c(n2)SCC3)cc1)c1ccccc1	-5.1	94.8	-4.4	10.1	5.2	3.9	-0.8	9.8	-1.2
37	Cn1c(C(C#N)C2=C(Cl)C(=O)N(c3ccccc3)C2=O)nc2ccccc21 (stereo not drawn)	-3.4	120.1[fluorescence artefact?]	-9.8	15.1	8.3	-16.9[fluorescence artefact?]	1.2	18.2	-3.1[fluorescence artefact?]
38	Cc1ccc(C)c2[nH]c(=O)c(C(c3nnnn3Cc3ccccc3)N3CCc4ccccc4C3)cc12 (stereo not drawn)	1.2	293.8*[fluorescence artefact?]	-14.8	-0.3	8.2	51.5*[fluorescence artefact?]	1.3	-12.7	49.6[fluorescence artefact?]
39	Cc1nn2c(CN(C(=O)c3ccco3)c3ccccc3)nnc2c2ccccc12	.	90.5[fluorescence artefact?]	-2.5	.	0.5	8.1	-0.6	4.3	17.1
40	COc1cc(-c2nc3cnccn3c2Nc2c(C)cccc2C)ccc1O	-3.8	98.7	-25.7	-9.8	7.6	-0.1	-0.1	2.5	-5.8
41	Clc1ccc(COn2c(-c3ccc(Cl)cc3Cl)nc3ncccc32)cc1	-0.4	45.3[fluorescence artefact?]	-0.9	4.2	15.2	27.7	1.4	-12.1	23.4
42	O=C(NC(=S)Nc1ccccc1N1CCCC1)c1ccc(-c2cccc([N+](=O)[O-])c2)o1	21.8	92.4	1.6	-1.8	6.4	-10.1	-1.1	-20.9	-11.3
43	CCOc1ccc(N2C(=O)CC(SC(=NC)Nc3cccc(F)c3)C2=O)cc1 (stereo not drawn)	-3.5	119.4	-8.1	-2.3	15.0	-10.2	-0.5	34.5	20.5
44	Brc1cnc(N2CCCCC2)nc1N1CCOCC1	-0.6	107.3	-39.6	12.2	3.9	-4.9	-2.4	6.7	3.1
45	COCCN(C(=O)CNC(=O)c1ccco1)C(C(=O)NC1CCCCC1)c1cccc(OC)c1 (stereo not drawn)	-1.0	115.7	-14.4	-4.1	-2.1	-3.2	-1.2	39.6	-0.7[fluorescence artefact?]
46	O=S1(=O)CCN2C(c3ccco3)=CSC2=N1	-3.2	99.8	-4.1	-14.7	8.2	-1.6	-1.1	-15.3	-1.8
47	Cc1ccc(C(=O)NC(=S)N2CCN(C)CC2)cc1	-5.3	.	1.6	-17.5	7.9	.	1.0	-3.4	.
48	CCCn1c(=O)c2c(C(=O)OCC)cc(-c3ccco3)nc2n(CCC)c1=O	-2.1	.	-10.3	-0.7	7.4	.	-2.5	-9.1	.
49	c1ccc(N2CCN(c3nc(-c4ccccn4)nc4ccccc34)CC2)cc1	-2.5	.	-0.1	13.7	4.8	.	0.2	-7.7	.
50	COc1cc(CN2CCN(C(=O)CC(C)C)CC2)cc(OC)c1O	-2.1	115.5	.	-14.0	.	-5.3	.	.	2.8
51	CCNc1nc(NCC)nc(OCCNS(=O)(=O)c2cc(C)ccc2C)n1	-0.5	130.3	-7.7	-36.8	3.9	-5.6	-0.6	14.3	-6.6[fluorescence artefact?]
52	Cc1c(OCc2ccccc2)c(=O)ccn1Cc1ccc(Cl)cc1	0.3	92.3	-6.1	-19.9	15.2	5.3	-1.1	0.9	3.2[fluorescence artefact?]
53	CCCn1c(OC)nc2c1c(=O)n(C)c(=O)n2C	-3.8	119.2	.	-1.2	.	-7.9	.	.	-7.0
54	O=C(O)C1C(c2ccccc2)C(C(=O)OCc2ccco2)C1c1ccccc1 (stereo not drawn)	2.9	89.4	.	1.1	.	7.3	.	.	15.1
55	Cc1cccn2c(=O)c(C=Nc3c(C)n(C)n(-c4ccccc4)c3=O)c(N3CCCC3)nc12	-2.4	138.6[fluorescence artefact?]	.	3.8	.	0.6	.	.	4.0
56	CCN1CCN(c2ncnc3c2cnn3-c2ccccc2)CC1	6.4	114.8	-14.2	5.1	-0.5	-1.5	0.2	-4.8	-10.8
57	Cc1oc(C(=O)O)cc1COc1cccc2cccnc12	-0.5	98.7	-11.5	-2.6	5.8	19.6[fluorescence artefact?]	0.1	-18.2	59.0*[fluorescence artefact?]
58	CCOC(=O)CSc1n[nH]c(-c2ccco2)n1	1.2	110.3	-6.0	-4.3	1.4	3.1[fluorescence artefact?]	0.3	12.4	-10.0[fluorescence artefact?]
